High-throughput results as filed in PubChem.
BAZ2B block: blocks human BAZ2B | Q9UIF8 | AlphaScreen BAZ2B-H3K14Ac peptide displacement | Potency, µM (highest dose often 114 µM), for the others: top-dose activity change, negative = inhibition, actives largely listed as inhibitors | 4.4% of 360,000 active | AID 504333; note: potency is the fitted concentration of half-maximal effect; % is set by controls: 0 for no effect and ±100 for the full control effect; nearly all actives have a fitted effect of over 60% in size
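AlphaScreen displacement: compounds (up to 110uM) incubated 30 min at room temperature with a preformed 50 nM BAZ2B/50 nM biotinylated H3K14Ac peptide complex in PBS pH 7.4 with Tween-20. Donor and acceptor beads at 10 ug/mL final added, 20 min light-protected before reading.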
ERG Ets-DNA blk: inhibitors of human ERG Ets domain-DNA interaction. P11308. fluorescence polarization, His-ERG Ets domain / labelled DNA. Potency, µM (titrated, usually from 76.9 µM), for the others: top-dose FP activity, negative = inhibition, actives largely listed as inhibitors. 0.028% of 370,000 active; active = well fitted inhibition curve with a large enough effect in the polarisation, with a control signal flat; inconclusive = small, poorly fitted or top-dose-only effect, or effect the other way, or a change in a side signal; inactive = no such curve, though single readings can be large or run the other way; the % refers to the polarisation;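 note: polarization taken with two DNA probes labelled with fluorescein and Texas red; potency is the fitted concentration of half-maximal effect; % of control where 0% means no effect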
Target sequence (P11308 whole entry, looked up, the tested form may be a part): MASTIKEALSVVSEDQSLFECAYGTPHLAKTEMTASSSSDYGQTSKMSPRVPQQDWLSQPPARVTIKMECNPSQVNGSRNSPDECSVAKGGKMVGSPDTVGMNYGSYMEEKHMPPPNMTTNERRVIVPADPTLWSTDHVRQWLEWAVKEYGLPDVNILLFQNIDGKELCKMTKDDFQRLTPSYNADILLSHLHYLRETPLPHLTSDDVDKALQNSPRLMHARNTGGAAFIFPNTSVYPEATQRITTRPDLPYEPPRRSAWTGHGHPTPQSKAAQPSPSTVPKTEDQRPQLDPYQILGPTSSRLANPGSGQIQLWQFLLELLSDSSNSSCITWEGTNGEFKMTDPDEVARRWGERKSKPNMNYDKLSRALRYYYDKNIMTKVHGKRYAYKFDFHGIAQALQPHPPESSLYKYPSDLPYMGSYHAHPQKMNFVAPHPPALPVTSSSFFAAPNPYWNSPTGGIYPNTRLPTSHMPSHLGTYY
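His-tagged ERG Ets domain (1 uM in the protein solution; 300mM KCl, 50mM Tris-HCl, 1mM EDTA, 1mM DTT, pH 7.5) received compound, then a probe mix of 5 nM fluorescein-DNA and 100nM Texas-615-DNA. Fluorescence polarization was read for both dyes.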
G9a inh: blocks human histone lysine methyltransferase G9a. G9a H3K9 monomethylation, AlphaScreen, 2 h. 8.8% of 350,000 active. Potency, µM (doses to about 102 µM), without a hit: at the highest dose activity, negative = inhibition, most hits filed as inhibitors; note: potency is the fitted concentration of half-maximal effect; % is set by controls: 0 for no effect and ±100 for the full control effect; nearly all actives have a fitted effect of over 75% in size
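Quantitative HTS format: methyltransferase activity on a biotin-tagged H3K9 peptide is measured by AlphaScreen, using a rabbit anti-monomethyl-H3K9 antibody with streptavidin donor and anti-IgG acceptor beads. Final levels are 20 nM enzyme, 500 nM peptide, 20 uM SAM; 2 h RT.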
PI4K2A block: PI4K2A (human) kinase inhibition | purified PI4K2A, ADP-Glo luminescence, 1 h; hits give low values | activity change, negative = inhibition, % at 76.9 µM | 0.13% of 420,000 active | AID 1346378; in the data active = activity change below about -50%; inconclusive = mostly about -30% to -49%;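 note: -100% = wells without enzyme as full effect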
Target sequence (Q9BTU6 whole entry, looked up): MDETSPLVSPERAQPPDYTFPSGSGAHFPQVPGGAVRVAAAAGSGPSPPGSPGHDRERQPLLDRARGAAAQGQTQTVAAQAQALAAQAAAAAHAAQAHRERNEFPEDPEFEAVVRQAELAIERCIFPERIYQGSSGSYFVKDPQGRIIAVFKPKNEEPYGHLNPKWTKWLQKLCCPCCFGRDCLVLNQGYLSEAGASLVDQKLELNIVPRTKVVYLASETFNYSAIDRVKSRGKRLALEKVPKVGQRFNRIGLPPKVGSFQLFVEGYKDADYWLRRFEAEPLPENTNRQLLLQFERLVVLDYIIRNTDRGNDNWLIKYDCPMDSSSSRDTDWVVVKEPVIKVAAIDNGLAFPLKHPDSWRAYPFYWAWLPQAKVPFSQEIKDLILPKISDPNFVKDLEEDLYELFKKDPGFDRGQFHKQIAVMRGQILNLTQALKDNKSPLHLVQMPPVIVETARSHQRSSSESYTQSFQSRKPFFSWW
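In this quantitative HTS, ADP production by PI4K2A was quantified luminescently after 1 h at ambient temperature; 100 microM adenosine served as plate-quality control.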
JMJD2A Tudor inh: blocks the human JMJD2A Tudor domain; O75164; AlphaScreen JMJD2A-Tudor / H3K4me3 peptide binding; Potency, µM (doses to about 114 µM), for the others: top-dose activity change, negative = inhibition, hits mostly inhibitors; 4.4% of 390,000 active; note: potency is the fitted concentration of half-maximal effect; % is set by controls: 0 for no effect and ±100 for the full control effect; nearly all actives have a fitted effect of over 50% in size
HP1b chromo inh: inhibitors of HP1-beta chromodomain binding to methylated histone tails. Potency, µM (highest dose often 114 µM), for inactives: top-dose activity change, negative = inhibition, most hits filed as inhibitors. 0.56% of 390,000 active. P83916. AlphaScreen HP1-beta / biotin-H3K9me3 peptide binding; note: potency is the fitted concentration of half-maximal effect; nearly all actives have a fitted effect of over 70% in size; inactives centre near 23
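HP1-beta protein (50 nM final) preincubated 30 min at room temperature with biotinylated H3(1-18)K9me3 peptide (50 nM) in PBS pH 7.4, 0.01% Tween-20, then compound added for 30 min. AlphaScreen streptavidin donor/nickel chelate acceptor beads (10 ug/mL final), 30 min dark, luminescence read.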
GLS inhibitor: inhibitors of human glutaminase (GLS) | O94925 | GLS enzymatic activity, qHTS titration | Potency, µM (top dose mostly 45.5 µM), inactives show at the top dose activity change, negative = inhibition, usual class: inhibitors | 0.21% of 410,000 active | AID 624170; note: potency is the fitted concentration of half-maximal effect; % is set by controls: 0 for no effect and ±100 for the full control effect
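hKGA in 45 mM KH2PO4 (pH 8.2), 0.02% Tween-20 with compound, then 1mM L-Glutamine (stock as added) plus glutamate oxidase/HRP/Amplex red coupling mix. Fluorescence read initially and after 30 min at RT; signal change reflects glutamate formation.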
Pin1 inhibitor: inhibitors of human Pin1 | 0.009% of 390,000 active | AID 504891 | Potency, µM (top dose mostly 115 µM), without a hit: top-dose activity, negative = inhibition, hits mostly inhibitors | Pin1 FP peptide displacement, HiFluor488, 10 min | Q13526; active = well fitted inhibition curve with a large enough effect in the polarisation, with a control signal flat, not every such curve was filed as active; inconclusive = small, poorly fitted or top-dose-only effect, or effect the other way, or a change in a side signal; inactive = no such curve, though single readings can be large or run the other way; the % refers to the polarisation; note: potency is the fitted concentration of half-maximal effect; % is set by controls: 0 for no effect and ±100 for the full control effect
PGK inhibitor: inhibitors of T. brucei phosphoglycerate kinase; P07378; 0.043% of 380,000 active; PGK/GAPDH coupled, Kinase-Glo luminescence, 60 min; Potency, µM (top dose mostly 57.5 µM), for inactives: at the highest dose activity change, negative = inhibition, actives largely listed as inhibitors; note: potency is the fitted concentration of half-maximal effect; % is set by controls: 0 for no effect and ±100 for the full control effect; nearly all actives have a fitted effect of over 60% in size
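Luminescent ATP detection (Kinase-Glo Plus) follows a 60-minute room-temperature incubation, with wells lacking PGK as controls. Buffer: 100 mM TEA (pH 7.6), 5 mM MgCl2, 0.01% Tween-20. Coupling enzyme GAPDH (100 nM final) supplies unstable 1,3-BPG in-well.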
* marks the source's active call; other numbers are inactive results; i = inactive; ? = inconclusive; nt = not tested or not shown; [ ] = another dose, or the depositor's remark. Unless noted, calls come from the whole dose curve; as a rule, active = well fitted curve in the direction sought with a large enough effect; inconclusive = small, poorly fitted or top-dose-only effect, or another doubt; inactive = no such curve, though single readings can be large; an effect the other way counts as inactive or inconclusive.

SMILES | BAZ2B block | ERG Ets-DNA blk | G9a inh | PI4K2A block | JMJD2A Tudor inh | HP1b chromo inh | GLS inhibitor | Pin1 inhibitor | PGK inhibitor
COc1ccccc1Nc1nc(N)nc(CN2CCN(Cc3ccc4c(c3)OCO4)CC2)n1 | ? | -4% | 17%[12.7 µM] | -1 | -18% | 21% | -14% | -4% | -8%
C/C(=N\NC(=O)Nc1ccccc1)c1ccc2ccccc2c1 | 7% | -3% | 27%[59 µM] | -6 | -14% | 22% | 5% | -5% | -9%
CCc1c(C)nc2c(OC)cccc2c1SCCC(=O)O | -12% | -6% | 2%[59 µM] | 2 | -2% | 24% | 6% | 0% | 3%
CCC1S/C(=N/N=C/c2ccco2)N(Cc2ccc(F)cc2)C1=O (stereo unspecified) | ? | -2% | ? | 4 | 1% | 29% | 2% | 7% | 0%
O=C(COc1cc(Cl)c(Cl)cc1Cl)Nc1ccncc1 | 9% | 7% | 16%[12.7 µM] | -13 | 89µM* | -10% | -12% | 26% | -3%
N#Cc1ccc(C(c2nnnn2Cc2ccccc2)N2CCCC2)cc1 (stereo unspecified) | -38% | 3% | ? | 3 | ? | 9% | -4% | -2% | 3%
COc1cccc(OC)c1C(=O)N1CCN(Cc2ccc3c(c2)OCO3)CC1 | 50µM* | 0% | 14µM* | 10 | 5µM* | 45µM* | 2% | -3% | -7%
CCOc1cc(/C=N/NC(=O)CN2CCCCC2)ccc1O | 56µM* | 8% | 22% | -1 | -12% | 24% | ? | -4% | 2%
O=C(NCc1ccccc1)C(c1ccco1)N(C(=O)c1csnn1)C1CC1 (stereo unspecified) | 3% | -6% | 0% | -8 | -11% | 27% | 4% | -2% | 2%
COc1ccc(NS(=O)(=O)c2cccc(C(=O)O)c2)cc1S(=O)(=O)N1CCOCC1 | nt | -4% | nt | -4 | -19% | 18% | 9% | -12% | -3%
O=C(N/N=C/c1cc([N+](=O)[O-])ccc1O)C1CCCCC1 | -33% | -2% | 10%[59 µM] | -1 | -20% | 32% | -3% | -6% | -5%
Cc1cccc(N(CC(=O)NCc2ccc3c(c2)OCO3)C(=O)CCC(=O)Nc2ccccn2)c1 | 1% | -3% | 22% | 1 | -23% | 11% | -1% | -6% | 0%
CC(C)CCN(C)c1ccc(/C=N/n2cnnc2)cc1 | ? | 10% | ? | -5 | -32% | 39%[activator] | 17% | 0% | -9%
O=C(Nc1ccc2c(c1)OCO2)c1ccc(CN2CCOCC2)cc1 | -29% | -1% | 6%[12.7 µM] | -5 | ? | 20% | -5% | -2% | -9%
CCO[C@H]1OC(C(=O)N2CCCCCCC2)=C[C@@H](C)[C@@H]1CCCO | 17% | -10% | 43%[59 µM] | -3 | 7% | 42%[activator] | 0% | -1% | -6%
COc1ccc(OC)c(CCNC(=O)c2ccc(CS(=O)(=O)c3ccc(Br)cc3)o2)c1 | ? | -6% | ? | -1 | -35% | 6% | -5% | 0% | -7%
COCCn1c(SCc2nc(N)nc(Nc3ccccc3C)n2)nc2ccccc2c1=O | -27% | 0% | 3%[12.7 µM] | 0 | -24% | 5% | 2% | 2% | -2%
CC1CC(C)(C)CC2(C1)NC(=O)N(CC(=O)OCC(=O)Nc1cc(S(=O)(=O)N3CCCCC3)ccc1Cl)C2=O (stereo unspecified) | nt | nt | nt | -2 | -9% | 19% | 1% | -2% | -6%
O=C(CSc1nc2ccccc2nc1Cc1ccc(Cl)cc1)N1CCN(c2ccccc2)CC1 | -13% | -9% | -33%[59 µM] | -4 | -23% | 17%[57 µM] | 4% | -1% | 8%
O=C1CC(Sc2nnc(-c3ccccc3)o2)C(=O)N1c1ccccc1 (stereo unspecified) | 10% | -1% | ? | 0 | -8% | 3% | 20% | 2% | 7%

Looked up by compound from the entries so far:
SMILES | BAZ2B block | ERG Ets-DNA blk | G9a inh | PI4K2A block | JMJD2A Tudor inh | HP1b chromo inh | GLS inhibitor | Pin1 inhibitor | PGK inhibitor
N#Cc1ccc(C(c2nnnn2Cc2ccccc2)N2CCCC2)cc1 (stereo unspecified) | -38% | 3% | ? | 3 | ? | 9% | -4% | -2% | 3%
O=C1CC(Sc2nnc(-c3ccccc3)o2)C(=O)N1c1ccccc1 (stereo unspecified) | 10% | -1% | ? | 0 | -8% | 3% | 20% | 2% | 7%
COCCn1c(SCc2nc(N)nc(Nc3ccccc3C)n2)nc2ccccc2c1=O | -27% | 0% | 3%[12.7 µM] | 0 | -24% | 5% | 2% | 2% | -2%
COc1ccccc1Nc1nc(N)nc(CN2CCN(Cc3ccc4c(c3)OCO4)CC2)n1 | ? | -4% | 17%[12.7 µM] | -1 | -18% | 21% | -14% | -4% | -8%

Two consecutive entries already listed, for reference:
SMILES | BAZ2B block | ERG Ets-DNA blk | G9a inh | PI4K2A block | JMJD2A Tudor inh | HP1b chromo inh | GLS inhibitor | Pin1 inhibitor | PGK inhibitor
O=C(CSc1nc2ccccc2nc1Cc1ccc(Cl)cc1)N1CCN(c2ccccc2)CC1 | -13% | -9% | -33%[59 µM] | -4 | -23% | 17%[57 µM] | 4% | -1% | 8%
O=C1CC(Sc2nnc(-c3ccccc3)o2)C(=O)N1c1ccccc1 (stereo unspecified) | 10% | -1% | ? | 0 | -8% | 3% | 20% | 2% | 7%

Other entries follow.
SMILES | BAZ2B block | ERG Ets-DNA blk | G9a inh | PI4K2A block | JMJD2A Tudor inh | HP1b chromo inh | GLS inhibitor | Pin1 inhibitor | PGK inhibitor
Cc1cc(-n2c(C)cc(C(=O)CSc3nncn3C)c2C)no1 | nt | -6% | nt | 4 | -28% | 8% | -11% | 0% | -3%
Cc1cccc(OCCCN2CCOCC2)c1 | -21% | -8% | 31%[12.7 µM] | 1 | -5% | 34% | -4% | -4% | -6%
CCSc1ccc(-c2ccc(C)cc2)nn1 | 6% | 5% | 5% | -6 | 18% | 59%[activator] | 6% | 4% | 7%
Cc1cc(NC(=O)COC(=O)C2=NN(c3ccccc3)C(=O)CC2)c([N+](=O)[O-])cc1C | nt | -11% | nt | -3 | -30% | 12% | -4% | -3% | i
O=C1CCCCCC1C1(O)C(=O)Nc2ccccc21 (stereo unspecified) | -2% | 2% | 7%[59 µM] | -13 | -11% | 27% | 1% | -9% | -9%
COc1ccc(/C=C/c2nc3ccccc3c(=O)o2)cc1 | -4% | 2% | 16%[59 µM] | -13 | -4% | 23%[57 µM] | 0% | 15% | -1%
CCOC(=O)Cn1c(-c2ccc(OC)cc2)c(-c2ccc(OC)cc2)nnc1=O | -12% | 2% | nt | -1 | -21% | 20% | 0% | -13% | -7%
CC(NC(=O)COc1ccc(Br)cc1)C(=O)O (stereo unspecified) | 2% | -9% | ? | 0 | -10% | 27% | -17% | -8% | i
COc1ccc(-n2c(Cn3c(=O)sc4ccccc43)nnc2SCC(=O)N2CCOCC2)cc1 | -3% | -7% | -12% | -7 | -19% | 25% | 3% | -5% | i
Cc1ccc(CS(=O)(=O)c2ncc(Cl)c(C(=O)Nc3ccc(OC(F)F)cc3)n2)cc1 | -29% | -2% | nt | -5 | ? | -22%[57 µM] | 9% | 5% | -1%
Fc1cccc(Nc2nc(-c3ccncc3)nc3ccccc23)c1 | -19% | 11% | 2%[59 µM] | 2 | -30% | 26% | -14% | -1% | i
Cc1cc(NC(=O)c2ccc(Cl)cc2)n(CCOC(=O)c2ccc(Cl)cc2)n1 | 9% | 4% | ? | 6 | -22% | 27% | -10% | -7% | i
COc1ccccc1NC(=O)CN1CCSc2ccccc21 | -1% | 5% | ? | 6 | -27% | 5% | -7% | 4% | -2%
CCOc1ccc(NC(=O)COc2ccc(C(=O)NC(C)c3ccc(S(N)(=O)=O)cc3)cc2OC)cc1 (stereo unspecified) | 9% | 3% | 13%[59 µM] | -4 | -4% | 12% | 0% | -3% | 4%
CCN(C(=O)COC(=O)C1=COCCO1)c1ccccc1 | 9% | 12% | 17%[12.7 µM] | -6 | 5% | 19% | 10% | -4% | -8%
CC1COc2ccccc2N1C(=O)c1cccnc1Cl (stereo unspecified) | -11% | 0% | nt | 11 | -3% | 22% | 0% | 6% | 8%
CCOC(=O)N1CCC(NC(=O)c2cc(COc3ccccc3SC)on2)CC1 | -15% | 7% | 16% | 0 | -12% | 11% | 6% | 12% | 1%
CC(C)(C)OC(=O)NCCCCCC(=O)N/N=C/c1coc2ccccc2c1=O | -9% | -10% | -7% | 2 | -10% | 66%[activator] | 29% | -1% | -3%
CCCCc1c(C)c2ccc(OC)c(/C(C)=N\O)c2oc1=O | 0% | -5% | 10% | -1 | -10% | 6% | -9% | 9% | 1%
COC(=O)c1c(NC(=O)CCCC(=O)O)sc(C)c1C | -1% | 7% | 0% | 8 | -12% | 30% | 12% | 2% | 2%
COC(=O)C1C(c2ccc(Cl)cc2)NC(c2ccc(Cl)cc2)C(C(=O)OC)S1(=O)=O (stereo unspecified) | -25% | nt | 20% | 2 | -13% | 13% | 2% | 0% | i[11.5 µM]
CC1CCCCN1CCNC(=O)C1CC(=O)N(c2ccc(F)c(Cl)c2)C1 (stereo unspecified) | -4% | 0% | 13%[12.7 µM] | 0 | -2% | 28% | 13% | -9% | -7%
CCOc1ccc(OCC)c(NC(=O)c2cc(-c3cccs3)nc3ccccc23)c1 | 2% | 0% | -35%[59 µM] | -4 | -17% | 28% | 3% | 7% | 6%

Rows were taken by chance, and some 11% of all compounds hit somewhere here.
